Compound activity from PubChem.
GC-B act = GC-B (human) receptor activation; P20594; HEK293-GC-B cells, CNP EC30, cGMP TR-FRET; 0% at EC30 CNP, 100% saturating CNP; activation, % at 10 µM; 370,000 compounds, 0.11% hits; AID 1920062;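 active = activation at 10 µM reaching about 35% in either raw or pattern-adjusted values, limit read from the data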
ASAP1 inh = blocks human ASAP1-stimulated Arf1 GTP hydrolysis; GDP FP detection; AID 624377; 360,000 compounds, 0.19% hits; Q9ULH1; inhibition, % at 16.5 µM; in the data active = inhibition above about 25%;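 note: 0% = vehicle with enzyme and substrate and 100% = no enzyme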
Target sequence (Q9ULH1 325-724 limits assumed): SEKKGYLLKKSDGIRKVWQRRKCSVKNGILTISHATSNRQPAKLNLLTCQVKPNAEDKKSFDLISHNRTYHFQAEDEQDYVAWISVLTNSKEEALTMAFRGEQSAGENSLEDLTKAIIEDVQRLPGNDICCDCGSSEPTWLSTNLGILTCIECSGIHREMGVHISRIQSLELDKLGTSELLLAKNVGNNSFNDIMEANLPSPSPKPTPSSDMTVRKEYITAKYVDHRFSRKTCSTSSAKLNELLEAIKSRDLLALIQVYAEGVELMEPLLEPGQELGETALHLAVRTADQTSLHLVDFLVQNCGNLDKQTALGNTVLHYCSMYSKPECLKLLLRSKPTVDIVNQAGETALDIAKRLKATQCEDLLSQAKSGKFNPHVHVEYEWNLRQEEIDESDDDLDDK
SMARCA2 activ = SMARCA2 function activation, primary screen; MG213 cells, MMTV-luciferase reporter, dexamethasone, overnight; activation, % at 9.1 µM; 370,000 compounds, 1% hits; in the data active = activation above about 7.8%;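 note: 0% = vehicle wells and 100% = reference activator wells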
ARFGAP1 inhibitor = inhibits rat ARF GTPase activating protein 1; AID 651572; Q62848; inhibition, % at 16.5 µM; 360,000 compounds, 0.26% hits; Arfgap1-stimulated ARF1 GTP hydrolysis, GDP FP detection;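 active = inhibition above a per-plate limit, mean inhibition of low control wells plus 3 SD, cut at about 25% in these data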;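 note: 0% = DMSO wells with enzyme and 100% = wells lacking Arfgap1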
Target sequence (Q62848 1-136 limits assumed): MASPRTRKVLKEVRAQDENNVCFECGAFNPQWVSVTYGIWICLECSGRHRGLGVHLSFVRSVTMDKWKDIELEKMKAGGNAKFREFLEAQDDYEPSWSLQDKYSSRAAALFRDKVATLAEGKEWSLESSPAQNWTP
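Assay system: Rat Arfgap1 GAP domain (His6, aa 1-136), purified enzyme | Buffer or medium: HEPES 25 mM pH 7.5, NaCl 150 mM, MgCl2, DTT | Schedule: GTP hydrolysis reaction 2 h at 25 °C | Signal: FP of antibody-bound GDP Alexa 633 tracer, ex 620/em 688 nm | Measure: Percent inhibition of Arfgap1-stimulated GTP hydrolysis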
GC-A act = GC-A (human) enzyme activation | 370,000 compounds, 0.14% hits | P16066 | HEK293 GC-A cells, cGMP TR-FRET, EC30 ANP; 0% at EC30 ANP, 100% saturating ANP | activation, % at 10 µM; in the data active = activation above about 40%
ABHD4 inh = inhibitors of mouse ABHD4. purified mABHD4, FP-Rh probe fluorescence polarization. 370,000 compounds, 0.54% hits. inhibition, % at 8.92 µM. Q8VD66;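 active = inhibition exceeding the mean over every tested compound plus 3 SD, cut at about 30% in these data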;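 note: 0% = plate median of compound wells and 100% = S159A mutant with DMSO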
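Material: mouse ABHD4 enzyme, wild type; Benchmarks: S159A mutant high control, sample median low control; Buffer or medium: HEPES pH 7.0, NaCl, Pluronic buffer; Signal: fluorescence polarization; Read-out: percent inhibition of probe binding, normalized to plate controls; Timing: pre-incubation 45 min, probe exposure 60 min, at 25 °C; Dosing: 8.92 µM, single dose.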
HTRA1 inh = blocks human HTRA1 serine peptidase; Q92743; recombinant HTRA1, FP-rhodamine activity-based probe, fluorescence polarization; inhibition, % at 5.96 µM; 340,000 compounds, 0.5% hits; AID 504803; in the data active = inhibition above about 36%;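 note: 0% = enzyme with DMSO and 100% = wells lacking enzyme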
Target sequence (Q92743 whole entry, looked up): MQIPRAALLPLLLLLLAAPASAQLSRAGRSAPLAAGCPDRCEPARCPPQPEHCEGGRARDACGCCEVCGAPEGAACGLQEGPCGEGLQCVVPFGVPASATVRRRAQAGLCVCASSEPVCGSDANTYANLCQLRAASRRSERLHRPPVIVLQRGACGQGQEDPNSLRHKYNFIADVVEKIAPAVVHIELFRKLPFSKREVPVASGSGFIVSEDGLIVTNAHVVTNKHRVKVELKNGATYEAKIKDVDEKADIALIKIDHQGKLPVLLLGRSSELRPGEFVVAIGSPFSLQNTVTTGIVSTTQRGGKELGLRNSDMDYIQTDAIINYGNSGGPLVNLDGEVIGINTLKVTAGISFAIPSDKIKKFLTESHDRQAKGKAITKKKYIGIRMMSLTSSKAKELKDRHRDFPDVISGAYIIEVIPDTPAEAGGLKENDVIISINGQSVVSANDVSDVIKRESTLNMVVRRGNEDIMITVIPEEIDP
rCAG binder = molecules binding r(CAG) RNA repeats. r(CAG) RNA repeat, TO-PRO-1 dye displacement fluorescence. inhibition, % at 3 µM. 370,000 compounds, 1.3% hits. AID 651821;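 active = inhibition above the plate cutoff, the mean of all test compounds on that plate plus 3 SD, cut at about 35% in these data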;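 note: 0% = DMSO alone and 100% = 100 µM mitoxantrone as full dye displacement; higher means more dye released from RNA so lower well fluorescence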
PG9 binder = PG9 antibody binding by small molecule; 360,000 compounds, 0.43% hits; inhibition, % at 6.7 µM; AID 624416; TR-FRET gp120-PG9 antibody binding; in the data active = inhibition above about 8.5%
NR1D1 modulator = modulators of human Rev-erb alpha DNA binding | AID 1259318 | 370,000 compounds, 0.79% hits | Rev-erbα–FITC-DNA binding, fluorescence polarization, 90 min | activity, % at 10 µM | P20393;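 active = activity above about 14%, limit read from the data; passing the limit was not always enough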;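 note: 0% = DMSO wells with 35 nM protein and 100% = DMSO wells with 750 nM protein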
An asterisk follows results filed as active; x = no result given. Random draw from the library; any-hit rate near 4.4%.

The first three compounds (preview)
Short keys – A = GC-B act; B = ASAP1 inh; C = SMARCA2 activ; D = ARFGAP1 inhibitor; E = GC-A act; F = ABHD4 inh; G = HTRA1 inh; H = rCAG binder; I = PG9 binder; J = NR1D1 modulator
CC1CCN(C(=O)c2cc3ccccc3o2)CC1
  A: -2; B: -6; C: 2; D: -13; E: -1; F: 1; G: 10; H: -7; I: -0.1; J: 0
COc1ccc(OCC(=O)Nc2ccc(N3CCN(C(=O)c4ccco4)CC3)cc2)cc1
  A: 5; B: 4; C: 5; D: -4; E: 0; F: 2; G: 5; H: -4; I: 0.2; J: -6
Cc1ccc(S(=O)(=O)Nc2c(C)cc(C)nc2Cl)cc1
  A: -2; B: 9; C: -4; D: 5; E: 4; F: 8; G: 1; H: 1; I: 0.3; J: -3

The listing, repeating the preview:
Short keys – A = GC-B act; B = ASAP1 inh; C = SMARCA2 activ; D = ARFGAP1 inhibitor; E = GC-A act; F = ABHD4 inh; G = HTRA1 inh; H = rCAG binder; I = PG9 binder; J = NR1D1 modulator
CC1CCN(C(=O)c2cc3ccccc3o2)CC1
  A: -2; B: -6; C: 2; D: -13; E: -1; F: 1; G: 10; H: -7; I: -0.1; J: 0
COc1ccc(OCC(=O)Nc2ccc(N3CCN(C(=O)c4ccco4)CC3)cc2)cc1
  A: 5; B: 4; C: 5; D: -4; E: 0; F: 2; G: 5; H: -4; I: 0.2; J: -6
Cc1ccc(S(=O)(=O)Nc2c(C)cc(C)nc2Cl)cc1
  A: -2; B: 9; C: -4; D: 5; E: 4; F: 8; G: 1; H: 1; I: 0.3; J: -3
CC[C@@]12C(=O)N(c3cccc(F)c3)C(=O)N1[C@H](c1ccc(Cl)cc1)[C@@H]1C(=O)N(C3CCCCC3)C(=O)[C@@H]12
  A: -9; B: 10; C: -1; D: 4; E: -8; F: -6; G: -72; H: 3; I: -1.1; J: 0
COc1ccccc1C1=NOC(C)(c2nnc(Cc3ccccc3)o2)C1 (stereo unspecified)
  A: -5; B: 2; C: 2; D: 8; E: 1; F: -1; G: 10; H: -1; I: -2.8; J: 0
CC(=O)OCN(C#N)c1nc(N(C)C)nc(N(C)C)n1
  A: 2; B: 10; C: -1; D: 4; E: -1; F: -2; G: 6; H: -7; I: -0.3; J: -3
O=C(O)CSc1ccnc2cc(Cl)ccc12
  A: 1; B: 13; C: -5; D: -3; E: 4; F: -8; G: 2; H: 3; I: 4.8; J: -1
COCCn1c(C)cc(C(=O)COC(=O)c2n[nH]c3ccccc23)c1C
  A: 1; B: 1; C: 1; D: 18; E: 1; F: -7; G: -12; H: -2; I: -0.4; J: 1
CS(=O)(=O)c1ccc(C(=O)OCC(=O)NCc2cccs2)cc1[N+](=O)[O-]
  A: 7; B: -4; C: 12*; D: 16; E: 12; F: 5; G: -7; H: 3; I: -0.3; J: -4
CC(C)CNc1ncnc2c1ncn2[C@H]1CN(CCc2ccccc2)C[C@@H](CO)O1
  A: 1; B: 5; C: -5; D: -11; E: -3; F: 4; G: x; H: -1; I: 2.3; J: 2
COC(=O)CSc1nc2ccccc2nc1SCC(=O)OC
  A: 0; B: 13; C: 1; D: 3; E: 7; F: 1; G: -2; H: -2; I: 2.3; J: 14
COc1ccc(NC(=O)C23CCC(C)(C(=O)O2)C3(C)C)cc1 (stereo unspecified)
  A: 0; B: 1; C: -1; D: -4; E: 7; F: 5; G: -7; H: -4; I: -1.9; J: 2
COc1ccc(C(=O)C(C)OC(=O)CN2C(=O)c3ccccc3C2=O)cc1 (stereo unspecified)
  A: 3; B: -15; C: -5; D: 8; E: -2; F: 1; G: -2; H: 3; I: -0.2; J: -2
Cc1nc2sc(C(c3cccc(F)c3)N3CCC(O)CC3)c(O)n2n1 (stereo unspecified)
  A: -2; B: 8; C: -2; D: 3; E: 2; F: -2; G: 0; H: 2; I: 1.9; J: -1
CN1C(=O)c2cc(NC(=O)Nc3ccccc3)ccc2OC[C@H]2O[C@@H](CC(=O)N[C@H]3CCN(Cc4ccccc4)C3)CC[C@@H]21
  A: 6; B: x; C: 2; D: x; E: 4; F: 8; G: x; H: 4; I: x; J: 16
CC(NC(=O)COC(=O)c1cn(-c2ccccc2)nc1-c1cccs1)c1ccccc1 (stereo unspecified)
  A: -2; B: 5; C: -2; D: 0; E: -2; F: -42; G: -87; H: 27; I: 3.5; J: 0
CCN(Cc1nc(-c2ccccc2)no1)C(=O)c1ccoc1C
  A: 6; B: -3; C: -1; D: 0; E: -1; F: 4; G: -2; H: -2; I: -0.9; J: -1
O=C(O)CS(=O)(=O)c1ccc(C(F)(F)F)cn1
  A: 0; B: 9; C: -1; D: 10; E: 1; F: -18; G: -1; H: -5; I: 0.3; J: -8
O=C(Nc1ccccc1)N1CCc2ccccc2C1
  A: 3; B: -2; C: 8; D: 0; E: 3; F: -7; G: -6; H: -3; I: -1.4; J: 0
CN(C(=O)c1cccc(N2C(=O)C3CC=CCC3C2=O)c1)C1CCCCC1 (stereo unspecified)
  A: -1; B: 2; C: -4; D: -7; E: -1; F: 5; G: 9; H: 1; I: 3.4; J: -2
CCC(C)[C@H](NC(=O)N1CC(=O)Nc2ccccc21)C(=O)Nc1nccs1 (stereo partly specified)
  A: -2; B: 0; C: -2; D: 10; E: -2; F: 7; G: 1; H: -4; I: -0.5; J: -3
CCOC(=O)c1[nH]cnc1C(=O)NC(C)C
  A: 9; B: 6; C: 0; D: 7; E: 5; F: 2; G: -2; H: -5; I: 0.2; J: -3
O=C(CCNC(=O)C1CCN(S(=O)(=O)c2ccc(F)cc2)CC1)NCCc1cccc(F)c1
  A: 2; B: 6; C: 2; D: 1; E: 1; F: 6; G: -1; H: -5; I: -0.5; J: 3
CC(=O)c1c(C)[nH]c(C(=O)OCC(=O)NCC(C)C)c1C
  A: -2; B: 8; C: -2; D: -7; E: -2; F: 0; G: 1; H: -4; I: -1.2; J: 1
N#C/C(C(N)=O)=C1/SC=C(c2ccccc2)N1c1ccccc1
  A: 2; B: -2; C: -7; D: -8; E: -2; F: -3; G: x; H: 0; I: -2.4; J: -3
S=c1[nH]nc(Cn2nnc3ccccc32)n1-c1ccccc1
  A: -3; B: 2; C: 4; D: 15; E: -2; F: 2; G: 1; H: -3; I: -1.3; J: -1
CCOc1ccc(C(=O)OCC(=O)Nc2cccc(S(=O)(=O)N3CCCC3)c2)cc1
  A: -3; B: -2; C: 0; D: 0; E: 2; F: -29; G: -25; H: 12; I: -0.8; J: -5
COc1ccc(CN2C(=O)c3cccnc3C2=O)cc1S(=O)(=O)N1CCCCC1
  A: 1; B: -12; C: -2; D: 3; E: 1; F: -3; G: 2; H: -2; I: -0.1; J: -3
N#Cc1ccc(/C=C/C(=O)c2ccco2)cc1
  A: -2; B: -1; C: 0; D: -1; E: -4; F: 1; G: 6; H: 1; I: -1.0; J: -2
COc1ccc(C2c3ccc4ccccc4c3Oc3ncn(CCN4CCOCC4)c(=N)c32)cc1 (stereo unspecified)
  A: 1; B: 6; C: -1; D: -7; E: -1; F: -16; G: -38; H: 2; I: -0.5; J: -5

Record cards, from the list above. Order of screens: GC-B act	ASAP1 inh	SMARCA2 activ	ARFGAP1 inhibitor	GC-A act	ABHD4 inh	HTRA1 inh	rCAG binder	PG9 binder	NR1D1 modulator
CCOc1ccc(C(=O)OCC(=O)Nc2cccc(S(=O)(=O)N3CCCC3)c2)cc1 in the list: -3	-2	0	0	2	-29	-25	12	-0.8	-5
CCN(Cc1nc(-c2ccccc2)no1)C(=O)c1ccoc1C in the list: 6	-3	-1	0	-1	4	-2	-2	-0.9	-1
O=C(O)CS(=O)(=O)c1ccc(C(F)(F)F)cn1 in the list: 0	9	-1	10	1	-18	-1	-5	0.3	-8
S=c1[nH]nc(Cn2nnc3ccccc32)n1-c1ccccc1 in the list: -3	2	4	15	-2	2	1	-3	-1.3	-1
N#C/C(C(N)=O)=C1/SC=C(c2ccccc2)N1c1ccccc1 in the list: 2	-2	-7	-8	-2	-3	x	0	-2.4	-3

Going on with the list.
Short keys – A = GC-B act; B = ASAP1 inh; C = SMARCA2 activ; D = ARFGAP1 inhibitor; E = GC-A act; F = ABHD4 inh; G = HTRA1 inh; H = rCAG binder; I = PG9 binder; J = NR1D1 modulator
Clc1ccc(-c2cn(-c3ccccc3)c3[n+]2CCS3)cc1
  A: -1; B: -1; C: -7; D: 8; E: 6; F: 4; G: -2; H: 7; I: -0.5; J: -2
CCOCCCn1c(=N)c(C(=O)NCc2ccc3c(c2)OCO3)cc2c(=O)n3ccccc3nc21
  A: -2; B: 2; C: -1; D: -7; E: 11; F: -5; G: x; H: 4; I: 0.1; J: -3
COc1cc(CN2CCNC(=O)C2CC(=O)N(C)CCC2CCOCC2)cc(OC)c1 (stereo unspecified)
  A: 3; B: 11; C: 4; D: -3; E: -1; F: 5; G: 2; H: -3; I: -0.1; J: -9
O=S(=O)(Nc1ccc2c(c1)OCCO2)c1cccc(F)c1
  A: 1; B: 4; C: -6; D: 1; E: -5; F: -1; G: 6; H: 2; I: 0.8; J: 1
Cc1cc(-c2n[nH]c(=S)n2N=Cc2ccc(OCc3ccccc3)cc2)n[nH]1
  A: -17; B: x; C: -2; D: x; E: 5; F: 5; G: x; H: 35*; I: x; J: -1
COCCNC(=O)CN(C(=O)Cn1nnc2ccccc21)c1ccccc1C
  A: 1; B: 6; C: -2; D: -2; E: 1; F: -2; G: 4; H: -3; I: -1.9; J: -7
CCOC(=O)C1=CCN(S(=O)(=O)c2ccc(Br)cc2)C1c1ccc(Br)cc1 (stereo unspecified)
  A: -12; B: 8; C: -5; D: 4; E: -20; F: -9; G: x; H: 4; I: -1.5; J: -7
Cc1c(NC(=O)CSc2nnc3c4ccccc4n(CCc4ccccc4)c3n2)c(=O)n(-c2ccccc2)n1C
  A: -3; B: 1; C: -7; D: 16; E: -2; F: -6; G: -9; H: 4; I: 0.8; J: 6
O=C(CSc1nnc(Cc2cccs2)n1-c1ccccc1)Nc1ccc2c(c1)OCCO2
  A: -11; B: 0; C: -2; D: -14; E: -1; F: -8; G: -11; H: 0; I: 0.0; J: -1
CCC1CN(C(=O)NCc2ccc(C)cc2)c2ccccc2O1 (stereo unspecified)
  A: -3; B: 1; C: -2; D: 2; E: 0; F: 5; G: -15; H: -2; I: -1.5; J: 9
CC(C)Nc1nc(NNc2nc(Cl)nc(NC(C)(C)C)n2)nc(NC(C)C)n1
  A: 4; B: 2; C: -5; D: 1; E: 0; F: 6; G: x; H: -6; I: -0.7; J: 1
O=S(=O)(c1c(F)cccc1F)N1CCN(Cc2c(O)ccc3ccccc23)CC1
  A: 12; B: 3; C: -2; D: -5; E: 4; F: 5; G: -3; H: 4; I: 0.4; J: 6
CN(C)S(=O)(=O)c1ccc(C(=O)Nc2ccccn2)cc1
  A: -6; B: 0; C: 1; D: 1; E: 3; F: -2; G: 14; H: -3; I: -0.7; J: 4
COc1ccccc1C(=O)O[C@H]1[C@H](Cc2ccccc2)NS(=O)(=O)[C@H]2C[C@@H]3C=C[C@]12O3
  A: -5; B: -8; C: 1; D: -11; E: 1; F: -3; G: -13; H: 9; I: -0.6; J: 3
